# Compound activity as filed in PubChem BioAssay.
# CHRM4 antagonist: antagonists of human muscarinic M4 receptor (CHRM4); P08173; CHO-hM4 cells, ACh EC80, Fluo-8 calcium fluorescence; inhibition, % at 3 µM; 360,000 compounds, 0.73% hits; AID 624125;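 active = inhibition above its plate's cutoff, the mean inhibition of sample wells plus 3 SD, cut at about 27% in these data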;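 also: 0% = acetylcholine EC80 with DMSO and 100% = DMSO without agonist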
# Target sequence (P08173 whole entry, looked up): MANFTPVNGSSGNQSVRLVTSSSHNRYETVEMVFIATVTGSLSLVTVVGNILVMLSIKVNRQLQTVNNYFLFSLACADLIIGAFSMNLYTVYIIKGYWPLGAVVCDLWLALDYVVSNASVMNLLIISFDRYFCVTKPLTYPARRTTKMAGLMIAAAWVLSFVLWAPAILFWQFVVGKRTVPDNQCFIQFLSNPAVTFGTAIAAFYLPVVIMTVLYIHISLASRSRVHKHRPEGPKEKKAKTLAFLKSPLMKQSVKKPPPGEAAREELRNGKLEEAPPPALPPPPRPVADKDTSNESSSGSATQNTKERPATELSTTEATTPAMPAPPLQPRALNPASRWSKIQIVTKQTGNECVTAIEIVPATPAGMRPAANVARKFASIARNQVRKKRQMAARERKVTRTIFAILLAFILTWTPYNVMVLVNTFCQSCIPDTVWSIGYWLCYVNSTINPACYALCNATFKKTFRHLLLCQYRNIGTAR
# OXTR potentiate: potentiators of human oxytocin receptor; AID 2445; 320,000 compounds, 0.061% hits; activation, % at 3 µM; CHO-OTR cells, Fluo-8 calcium fluorescence, potentiator mode; 0% = oxytocin EC15, 100% = EC100; P30559;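 active = activation above that plate's cutoff, the mean activation of tested compounds plus 3 SD, cut at about 6.6% in these data, passing the limit was not always enough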;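 also: 100% uses oxytocin at 75 nM as the full agonist control; some results filed as inactive read as strong as hits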
#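 Material: CHO-OTR cells, human receptor; compound dosing: single dose, 3.0 µM nominal final compound concentration; schedule: 6 min compound pre-incubation at room temperature, 100 s kinetic read; measured by: kinetic Fluo-8 calcium fluorescence; read-out basis: % activation vs EC15 and EC100 oxytocin; controls: EC15 oxytocin alone as 0%, 75 nM oxytocin as 100%; replicates: singlicate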
# M4 ag: CHRM4 agonism in calcium assay. CHO-K1 hM4/Gqi5, Fluo-8 calcium fluorescence; vehicle 0%, full acetylcholine response 100%. activation, % at 3 µM. 360,000 compounds, 0.14% hits;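 active = activation above the run mean over all test wells plus 3 SD, cut at about 32% in these data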;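 also: peak over basal fluorescence ratio per well then scaled between controls; 0% = DMSO wells and 100% = acetylcholine at EC100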
# CHRM1 agonist: human M1 muscarinic receptor agonism | activation, % at 3 µM | P11229 | 360,000 compounds, 0.33% hits | CHO-K1 hM1, Fluo-8 calcium fluorescence, agonist mode; 0% DMSO, 100% acetylcholine EC100;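 active = activation above the run's mean compound activation plus 3 SD, cut at about 16% in these data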;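 also: peak over basal fluorescence ratio within a 140 s kinetic read after compound addition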
# Target sequence (P11229 whole entry, looked up): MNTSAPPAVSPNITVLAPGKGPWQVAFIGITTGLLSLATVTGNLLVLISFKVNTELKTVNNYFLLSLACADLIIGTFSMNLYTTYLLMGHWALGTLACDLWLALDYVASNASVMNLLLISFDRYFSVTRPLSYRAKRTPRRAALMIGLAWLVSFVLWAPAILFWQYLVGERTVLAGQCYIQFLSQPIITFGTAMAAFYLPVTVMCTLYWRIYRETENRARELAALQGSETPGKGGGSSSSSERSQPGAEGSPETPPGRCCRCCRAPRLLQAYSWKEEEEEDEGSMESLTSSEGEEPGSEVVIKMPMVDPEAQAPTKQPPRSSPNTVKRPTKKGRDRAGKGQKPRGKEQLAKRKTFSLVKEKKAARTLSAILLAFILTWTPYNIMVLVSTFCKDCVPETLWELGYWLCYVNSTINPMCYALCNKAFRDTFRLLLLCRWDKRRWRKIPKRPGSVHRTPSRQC
# M1 PAM: potentiates human M1 receptor response to acetylcholine. 360,000 compounds, 0.088% hits. CHO-K1 hM1, Fluo-8 calcium fluorescence, ACh EC20; 0% = ACh EC20, 100% = maximal ACh. activation, % at 3 µM. P11229; in the data active = activation above about 19%, passing the limit was not always enough
# CHO parental Ca: counter-screen: ATP calcium response change in parental CHO cells; AID 463079; inhibition, % at 5.6 µM; 330,000 compounds, 0.63% hits; parental CHO-K1, ATP-induced calcium, Fluo-8 fluorescence;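 active = inhibition above that plate's mean sample inhibition plus 3 SD, cut at about 26% in these data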;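 also: 0% = ATP-challenged DMSO wells and 100% = DMSO wells without ATP; some compounds past the cut are filed as inactive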
#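 Test system: parental CHO cells; detection: calcium-sensitive Fluo-8 fluorescence; evaluation: percent inhibition of calcium signal; also added: ATP as calcium-mobilizing challenge; repeats: one well per compound; control set: ATP-challenged DMSO wells low, unchallenged DMSO wells high; compound: single nominal dose of 5.6 µM per compound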
# M1 ag parental: M1 agonist counterscreen hit in parental CHO-K1 cells. Fluo-8 calcium fluorescence; scaled to maximal ATP response, vehicle zero. 360,000 compounds, 0.48% hits. AID 602248. activation, % at 3 µM; in the data active = activation above about 15%;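 also: untransfected CHO-K1 host cells lacking M1 receptor as counterscreen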
# CHRM1 antagonist: antagonists of human M1 muscarinic receptor. P11229. CHO-K1 hM1, Fluo-8 calcium fluorescence, ACh EC80 antagonist. inhibition, % at 3 µM. 360,000 compounds, 1.3% hits. AID 588852;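 active = percent inhibition above its own plate's cutoff, namely the mean of that plate's compound wells plus 3 SD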;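 also: peak over basal fluorescence ratio during 140 s after agonist addition; 0% = ACh EC80 plus DMSO and 100% = DMSO alone without agonist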
# CHO-K1 Ca antag: M1 antagonist counterscreen hit in parental CHO-K1 cells; ATP-induced calcium, Fluo-8 fluorescence; inhibition, % at 3 µM; 360,000 compounds, 0.6% hits; AID 602250;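 active = inhibition above a per-plate cutoff, the plate's mean sample inhibition plus 3 SD, cut at about 24% in these data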;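 also: 0% = DMSO plus EC80 ATP and 100% = DMSO alone without ATP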
# * hit, by the source's call; x = not tested or not shown.
SMILES,CHRM4 antagonist,OXTR potentiate,M4 ag,CHRM1 agonist,M1 PAM,CHO parental Ca,M1 ag parental,CHRM1 antagonist,CHO-K1 Ca antag
Cc1cccc(NC(=O)CN2C(=O)S/C(=C\c3cc(C)n(C)c3C)C2=O)c1,-2,-8,9,-1,-7,-13,3.6,12,-8
CCOc1ccc(/C=C2\SC(=S)N(Nc3ccccc3)C2=O)cc1OC,-5,-15,1,3,13,-15,0.4,-7,-5
CCCCC(=O)Nc1cc(N(C)C)nc2ccccc12,1,-10,1,-3,-2,-19,0.1,-7,2
Cc1cccnc1NC(=O)CNC(=O)c1sc2ccccc2c1Cl,-4,-6,1,-3,9,-20,0.5,-9,-5
CCN(CC)S(=O)(=O)c1ccc2[nH]cc(C(=O)NCCc3ccccc3)c(=O)c2c1,7,-15,0,-1,1,-12,0.8,5,-4
Nc1ccccc1-n1cccc1,-7,-10,1,-1,15,-18,0.4,-23,-11
CCOC(=O)C(=CNc1ccc(N2CCOCC2)cc1)C(=O)OCC,-3,3,-2,-2,1,-18,0.7,0,-4
COc1ccc(-c2oc3c(c2C#CC2(O)CCCCC2)C(OC)CCC3)cc1 (stereo not given),-2,x,-1,x,x,x,-0.3,x,-5
CN(C)C(CNc1ncnc2sc3c(c12)CCCC3)c1ccco1 (stereo not given),-4,-10,3,-8,-6,-18,0.7,10,2
Cc1ccc(NC(=O)Nc2c(Cl)cccc2Cl)cn1,-2,-19,2,4,12,-41,6.9,-7,-17
COc1ccc(Cc2c(C3CCCCC3)nc3ccc(Br)cn23)c(C)c1,-1,x,1,-7,-8,x,1.4,-13,-13
O=C(c1ccc2c(=O)n(-c3ccccc3)c(=O)[nH]c2c1)N1CCN(c2ccc(F)cc2)CC1,1,0,0,-4,2,-14,0.1,4,19
CC(C)(C)c1ccc(C(=O)NCc2nnc(SCC(=O)NC3CCCC3)o2)cc1,-1,-2,3,-4,5,-9,0.6,-1,-3
C=C1CCN(C(Cc2ccccc2)C(=O)OC)S(=O)(=O)c2ccc(F)cc21 (stereo not given),-3,-8,1,-5,1,-8,1.5,-1,-10
Cc1cccc(N2C(=O)CC(N3CCN(c4ccccn4)CC3)C2=O)c1 (stereo not given),1,-7,2,-12,9,-10,1.4,2,-3
Cc1ccc(C)c(NC(=O)CN2C(=O)C3CC=CCC3C2=O)c1 (stereo not given),-6,x,0,-9,12,x,0.6,-6,4
Cc1ccc(S(=O)(=O)N2CCCCC2)cc1NC(=O)CSc1nnc(C2CC2)n1N,-1,8,1,-3,-2,-8,0.1,6,-4
COc1ccc(CNC2CCSc3ccccc32)cc1OC (stereo not given),-6,-18,5,-6,13,-14,6.5,-17,-24
COc1ccc(C=C(C(=O)c2ccccc2)C(=O)c2ccccc2)cc1,6,x,-2,-9,-6,x,0.5,3,1
CCn1nnnc1SCC(=O)N1CCOCC1,-4,1,0,-3,-1,-4,0.0,-7,-5
O=C(c1ccccc1OC(F)F)N1CCN(S(=O)(=O)c2ccc3c(c2)OCCCO3)CC1,2,-9,5,6,15,-12,3.3,-5,9
Nc1nnc(CC2=CCCCC2)s1,4,2,1,-2,5,-3,0.4,-4,3
O=C(NCCO)c1ccc(-c2nnc(N3CCOCC3)c3ccccc23)cc1,1,-15,0,-4,3,8,0.2,-9,21
COc1cccc(Cn2nc(C(=O)O)c3ccccc3c2=O)c1,5,-15,3,1,12,-2,3.1,-5,-20
CCOC(=O)c1ccc(NC(=O)COc2ccc(CNC3CCCCC3)cc2OC)cc1,3,-16,7,-4,-5,-1,2.3,2,-10
O=C(CCC1CCN(Cc2ccccc2Cl)CC1)NC1CC1,-9,-4,0,-9,14,-5,-0.2,-22,-8
Cc1ccc(C)c(CN2CCCN(C(=O)Cn3ncc4c3-c3ccccc3OC4)C2)c1,4,0,19,-6,-9,-16,4.5,7,6
Cc1ccccc1C(=O)NNC(=O)C(=O)N1CCCCC1,3,-3,0,-4,9,3,0.6,-3,-11
CC1CCN(C(=O)CSc2nnc(CSc3ncccn3)n2C)CC1,0,1,2,-7,3,-6,-0.1,-2,-5
Cc1ccc(C(=O)Nc2nnc(C3=COCCO3)o2)cc1C,5,-11,0,-3,5,7,0.1,-4,-3
COc1ccccc1CC1CC(=O)N(c2ccccc2)C1=O (stereo not given),-10,-2,2,-3,-3,-17,0.2,1,0
Nc1c(C(=O)Nc2ccc(Cl)cc2)sc2nc(N3CCOCC3)c3c(c12)CCCC3,-2,-3,0,-2,13,-19,0.0,-14,-1
Cc1cc(SC(C)C(=O)NCC(=O)Nc2ccc(F)c(F)c2F)nc2ccccc12 (stereo not given),4,3,1,-4,-5,7,0.1,7,0
COC(=O)CC(N)c1ccc(OC)c2ccccc12 (stereo not given),2,-8,1,0,0,-17,0.1,4,-6
C=CCNCC(=O)Nc1ccccc1SCC(=O)Nc1ccsc1C(=O)OC,-3,-9,6,-6,6,-22,3.5,-6,-10
CC1=CN2C(=N)/C(=C/c3ccco3)C(=O)N=C2S1,7,-11,1,-4,1,-10,0.5,-1,-10
CCOc1ccc(N/C(SC)=C(/C#N)C(N)=O)cc1,-7,-7,-1,-3,0,-14,-1.1,-4,-20
COCCn1c(SCC(=O)Nc2cc(C)on2)nc2c([nH]c3ccccc32)c1=O,-1,x,0,-4,4,x,0.3,-9,-9
COc1ccc(S(=O)(=O)N2CCN(C(=O)c3cc(C)oc3C)CC2)cc1OC,-17,-1,3,-2,7,-2,1.2,-15,-14
C=CCOc1ccc(/C=N/NC(=O)CN2CCOCC2)cc1OCC,-8,-10,1,-7,6,-16,1.1,-6,-10

# 3 structures already listed, arranged by SMILES length, lowest first.
SMILES,CHRM4 antagonist,OXTR potentiate,M4 ag,CHRM1 agonist,M1 PAM,CHO parental Ca,M1 ag parental,CHRM1 antagonist,CHO-K1 Ca antag
Cc1ccc(C(=O)Nc2nnc(C3=COCCO3)o2)cc1C,5,-11,0,-3,5,7,0.1,-4,-3
C=CCOc1ccc(/C=N/NC(=O)CN2CCOCC2)cc1OCC,-8,-10,1,-7,6,-16,1.1,-6,-10
CCOC(=O)c1ccc(NC(=O)COc2ccc(CNC3CCCCC3)cc2OC)cc1,3,-16,7,-4,-5,-1,2.3,2,-10

# (list continues)
SMILES,CHRM4 antagonist,OXTR potentiate,M4 ag,CHRM1 agonist,M1 PAM,CHO parental Ca,M1 ag parental,CHRM1 antagonist,CHO-K1 Ca antag
COc1ccc(Br)cc1CN1CCCCCC1,7,0,0,-11,-12,-7,0.5,11,-3
O=C(CSc1nnnn1Cc1ccccc1)Nc1cccc(F)c1,-9,-18,5,-2,-1,-6,1.9,0,-3
Cc1c(NC(=O)CS(=O)(=O)c2ccccc2)c(=O)n(-c2ccccc2)n1C,3,-9,1,-3,7,-12,0.4,-8,-10
COc1ccccc1OCC(=O)N1CCCCCCC1,5,0,0,-7,2,-6,0.3,-3,-6
O=C(O)CCC(=O)NNC(=O)c1ccc(Br)cc1,7,-10,1,0,5,-14,-0.2,-6,10
CCN(CCn1cccn1)C(=O)CCc1nnc(C2(c3ccc(Cl)cc3)CCC2)o1,-25,5,2,-11,6,-21,0.4,-9,0
CCCCC1(C)NC(=O)N(CC(=O)Nc2ccc(S(=O)(=O)N3CCOCC3)cc2)C1=O (stereo not given),3,-1,0,0,11,9,0.3,-13,-9
C[C@@H]1CCCCO[C@@H](CN(C)Cc2ccc3c(c2)OCO3)[C@@H](C)CN([C@H](C)CO)C(=O)c2cc(N(C)C)ccc2O1,-19,x,-1,-11,-1,x,-1.0,-4,-4
Cc1ccc(OCCNC(=O)c2cccc(S(=O)(=O)N3CCN(C)CC3)c2)cc1,-9,1,1,-1,16,-18,0.7,-21,3
Cc1sc2ncn(CC(=O)N3CCCC(C)C3)c(=O)c2c1S(=O)(=O)N1CCCCC1 (stereo not given),0,-12,1,-6,11,-16,1.3,-12,-11
CN1C/C(=C/c2cccs2)C(=O)/C(=C\c2cccs2)C1,-4,-3,2,-6,8,-14,0.5,-15,-23
Cc1ccsc1C(=O)N1CCCCCC1(C)C(=O)NCC(C)C (stereo not given),-26,x,1,-1,5,x,0.6,-18,-10
Cc1ccn2cc(C(=O)N3CCCC(Nc4ccc(F)cc4)C3)nc2c1 (stereo not given),12,-3,2,-2,0,4,0.7,-3,0
O=C(Nc1cccc([N+](=O)[O-])c1)c1ccccc1,-4,-10,2,-3,5,-4,0.5,-12,0
CC(C)Cn1c(-c2cc(Br)ccc2F)nc2c1c(=O)[nH]c(=O)n2CC(C)C,-9,-3,-2,1,-1,-31,-1.5,-4,-19
CSCC(=O)N1CCCC(CO)(Cc2ccccc2C)C1 (stereo not given),-10,-5,1,-7,8,-10,0.8,-7,-9
Cc1cccc(NC(=S)NC2CCN(Cc3ccccc3)CC2)c1C,5,-2,5,2,4,-9,1.2,3,3
CCOC(=O)C(NC(=O)c1cccc(Cl)c1)(Nc1sc2c(c1C(N)=O)CCC2)C(F)(F)F (stereo not given),3,-9,1,-6,-8,-6,-0.3,11,13
O=C(Nc1ccc(-c2csc(Nc3ccccc3)n2)cc1)c1cccc(C(F)(F)F)c1,24,-20,2,-7,-4,-5,0.3,8,-1
Cc1csc2c(N(C)CCO)ncnc12,5,-1,1,-3,2,2,0.3,-2,-5

# Entries shown so far with a thiophene ring, fused or not:
SMILES,CHRM4 antagonist,OXTR potentiate,M4 ag,CHRM1 agonist,M1 PAM,CHO parental Ca,M1 ag parental,CHRM1 antagonist,CHO-K1 Ca antag
Cc1cccnc1NC(=O)CNC(=O)c1sc2ccccc2c1Cl,-4,-6,1,-3,9,-20,0.5,-9,-5
CN(C)C(CNc1ncnc2sc3c(c12)CCCC3)c1ccco1 (stereo not given),-4,-10,3,-8,-6,-18,0.7,10,2
Nc1c(C(=O)Nc2ccc(Cl)cc2)sc2nc(N3CCOCC3)c3c(c12)CCCC3,-2,-3,0,-2,13,-19,0.0,-14,-1
C=CCNCC(=O)Nc1ccccc1SCC(=O)Nc1ccsc1C(=O)OC,-3,-9,6,-6,6,-22,3.5,-6,-10
Cc1sc2ncn(CC(=O)N3CCCC(C)C3)c(=O)c2c1S(=O)(=O)N1CCCCC1 (stereo not given),0,-12,1,-6,11,-16,1.3,-12,-11
CN1C/C(=C/c2cccs2)C(=O)/C(=C\c2cccs2)C1,-4,-3,2,-6,8,-14,0.5,-15,-23
Cc1ccsc1C(=O)N1CCCCCC1(C)C(=O)NCC(C)C (stereo not given),-26,x,1,-1,5,x,0.6,-18,-10
CCOC(=O)C(NC(=O)c1cccc(Cl)c1)(Nc1sc2c(c1C(N)=O)CCC2)C(F)(F)F (stereo not given),3,-9,1,-6,-8,-6,-0.3,11,13
Cc1csc2c(N(C)CCO)ncnc12,5,-1,1,-3,2,2,0.3,-2,-5
